# MITF TRPM1 inh – inhibitors of MITF-dependent TRPM1 promoter reporter, primary screen, cell-based, SK-MEL-5, single point, luciferase; inhibition, % at 12.5 µM; SK-MEL-5 TRPM1 promoter luciferase, 24 h; 330,000 compounds, 0.83% hits; AID 488899, 2010;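 active = mean inhibition across replicates of 60% or more, whatever share of single replicates reaches that level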; note: values of inactives mirror those of a sister screen read the other way
# Peg3 promoter – Peg3 promoter-driven luciferase inhibitors, primary screen, cell-based, HeLa, luciferase luminescence. HeLa PEG-Prom luciferase reporter, overnight. inhibition, % at 20 µM. 360,000 compounds, 1.7% hits. AID 588405, 2011;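 active = inhibition of at least 50% at 20 µM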
# HIF-2a block – HIF-2a reporter inhibitors, primary screen, luminescence, 786-0 RCC cells; inhibition, % at 18.8 µM; 360,000 compounds, 0.72% hits; 786-0 RCC cells HIF-2a reporter, luciferase luminescence, overnight;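 active = inhibition of the luminescence signal of 40% or more relative to plate controls, in a single-dose primary screen at 18.75 µM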
# iPSC survival up – enhancers of single-cell hiPSC survival, primary screen, ATPlite luminescence; survival enhancement, % at 20 µM; 100% = ROCK inhibitor wells, 0% = DMSO; 360,000 compounds, 0.044% hits; in the data active = survival enhancement above about 18%;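 note: cells exposed to compounds for 16 hours before the ATP read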
# NR2E3 ag-1 – inhibitors of NR2E3-RetCOR corepressor binding, primary screen, NR2E3 agonist project, biochemical, TR-FRET, GST-NR2E3, biotin-RetCOR | Photoreceptor-specific nuclear receptor (Homo sapiens), Q9Y5X4 | 1536-well | inhibition of corepressor binding, % at 4.78 µM | 320,000 compounds, 0.12% hits | AID 2300, 2010;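 active = percent inhibition above the cutoff of mean plus 3 SD of all tested compounds, set per screening campaign, cut at about 20% in these data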;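 note: 0% = DMSO wells and 100% = biotin wells as full block of FRET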
#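 Test system – NR2E3–RetCOR corepressor complex · Quantity – NR2E3 fusion 1.35 nM · Buffer or medium – Tris pH 7.5 · Incubation – Compound–protein incubation for 5 h at 4 °C · Technique – TR-FRET, Eu(K)-anti-GST donor, streptavidin-D2 acceptor, ex 340, em 617/671 nm · Evaluation – percent inhibition of 671/617 nm emission ratio versus biotin and DMSO controls · Plate – 1536-well format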
# PDI turbidity – inhibitors of human PDI, primary screen, biochemical, turbidity, single point, plate reader; PDI insulin aggregation turbidity, A650, 90 min; 350,000 compounds, 0.052% hits; inhibition, % at 10 µM; Protein disulfide-isomerase (Homo sapiens), P07237;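 active = mean inhibition across replicates of 30% or more, whatever share of single replicates reach that level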;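 note: absorbance from insulin aggregation driven by PDI reduction with DTT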
# Target sequence (P07237 whole entry, looked up): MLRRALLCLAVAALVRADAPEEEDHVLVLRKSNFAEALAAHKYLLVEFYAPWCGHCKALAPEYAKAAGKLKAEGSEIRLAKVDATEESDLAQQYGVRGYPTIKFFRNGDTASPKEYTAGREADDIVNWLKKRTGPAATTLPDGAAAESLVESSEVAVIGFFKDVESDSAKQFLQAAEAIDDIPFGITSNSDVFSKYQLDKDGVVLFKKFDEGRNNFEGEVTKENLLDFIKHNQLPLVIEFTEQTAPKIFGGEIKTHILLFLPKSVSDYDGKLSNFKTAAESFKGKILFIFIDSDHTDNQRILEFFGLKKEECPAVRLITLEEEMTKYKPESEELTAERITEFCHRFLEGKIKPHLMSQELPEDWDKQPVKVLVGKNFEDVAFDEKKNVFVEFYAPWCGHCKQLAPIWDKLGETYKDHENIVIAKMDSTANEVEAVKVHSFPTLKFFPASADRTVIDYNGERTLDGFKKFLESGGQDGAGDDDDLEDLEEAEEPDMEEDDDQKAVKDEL
# Shn3 3UTR inh – reduction of Shn3 3'UTR firefly luciferase signal, primary screen, Schnurri-3 inhibitor project, cell-based, Clone20 osteoblasts, set 2. AID 588674, 2011. 360,000 compounds, 0.52% hits. Clone20 osteoblast Shn3 3'UTR firefly luciferase, 24 h. inhibition, % at 12.5 µM;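 active = mean inhibition of at least 75% with every replicate also reaching 75%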;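 note: 0% = median of neutral control wells and 100% = pilot-screen positive control compound; some compounds past the cut are filed as inactive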
# H9c2 protect – cardioprotection against H2O2-induced cell death, primary screen, uHTS, H9c2 cells, ATPLite luminescence. H9c2 cardiomyocytes, H2O2 injury protection, 2 h. protection from H2O2 cell death, % at 20 µM. 360,000 compounds, 0.63% hits. AID 588492, 2011;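 active = compounds giving at least 50% protection of heart cells from peroxide-induced death in the single-dose screen, raw or plate-pattern-corrected value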;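 note: 0% = DMSO wells with peroxide and 100% = DMSO wells without peroxide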
# NR2E3 ag-2 – NR2E3 agonists in two-hybrid cells, primary screen, cell-based, luminescence, CHO-S, Gal4-NCOR/VP16-NR2E3 | luciferase | Photoreceptor-specific nuclear receptor (Homo sapiens), Q9Y5X4 | inhibition of corepressor binding, % at 3.98 µM | AID 602229, 2012 | 360,000 compounds, 0.35% hits;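 active = inhibition above the mean of all tested compounds plus 3 SD, cut at about 70% in these data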;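 note: 0% = DMSO with NR2E3 transfected cells and 100% = cells lacking NR2E3 construct; higher means lower luciferase signal from less NR2E3 corepressor binding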
# HTR2A ag – mouse Htr2a agonists via beta-arrestin recruitment, primary screen, cell-based, luminescence | 5-hydroxytryptamine receptor 2A (Mus musculus), P35363 | CHO-K1 mHTR2A beta-arrestin complementation; percent of 30 µM serotonin response | activation, % at 7.6 µM | 360,000 compounds, 0.66% hits | AID 624169, 2012;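 active = activation above a run cutoff, the mean activation of all tested compounds plus 3 SD, cut at about 14% in these data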;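 note: 0% = plate median of compound wells and 100% = 30 µM serotonin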
# CaV13 FRET inh – Primary screen for inhibitors of IQ motif and Ca2+-dependent inactivation inhibitor domain binding in CACNA1D, Förster resonance energy transfer in living cells, …; AID 743397; HEK cells, CFP/YFP FRET ICDI-IQ, plate reader, 10 min; percent FRET-ratio fall versus neutral wells; 340,000 compounds, 0.098% hits; inhibition, % at 12.3 µM;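 active = mean replicate inhibition of at least 30% and at least 1% of replicates passing that level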;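 note: 0% = median of the neutral control wells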
# Starred values were filed as active, the others as inactive; x = no result given.
# Short keys: A = MITF TRPM1 inh; B = Peg3 promoter; C = HIF-2a block; D = iPSC survival up; E = NR2E3 ag-1; F = PDI turbidity; G = Shn3 3UTR inh; H = H9c2 protect; I = NR2E3 ag-2; J = HTR2A ag; K = CaV13 FRET inh
Cc1ccc(/C=N/NC(=O)CC2N=C(Cc3ccccc3)NNC2=O)cc1 (configuration not stated)
  A: 14	B: 10	C: 16	D: 0.6	E: -1	F: -11	G: 4	H: 5	I: 13	J: -2	K: -3
O=C(Nc1nccs1)C1CCCCN1S(=O)(=O)c1ccccc1 (configuration not stated)
  A: 6	B: 15	C: 13	D: 0.2	E: -1	F: -1	G: 1	H: -1	I: 26	J: 8	K: -2
CN1C2CCC1CC(NC(=O)CSCc1ccc(Cl)cc1Cl)C2 (configuration not stated)
  A: 0	B: 5	C: 7	D: -0.3	E: 1	F: 1	G: 10	H: -3	I: 19	J: -5	K: -8
N=c1sccn1CC(=O)Nc1ccc([N+](=O)[O-])cc1Cl
  A: -6	B: -10	C: 11	D: -0.3	E: -2	F: 1	G: -2	H: 13	I: -7	J: 2	K: -2
COc1ccc(NC(=O)c2cccc3cccnc23)cc1S(N)(=O)=O
  A: -21	B: -24	C: -67	D: 0.2	E: 0	F: -1	G: -8	H: 0	I: 3	J: 1	K: -2
O=C(CCCCCN1C(=O)c2cccc3cccc(c23)C1=O)NCc1ccco1
  A: x	B: -25	C: -44	D: -0.4	E: 1	F: -15	G: 9	H: 8	I: -12	J: 5	K: -2
O=C(CSc1nnc(-c2ccncc2)n1C1CC1)c1cccs1
  A: x	B: 4	C: 13	D: -2.0	E: x	F: 2	G: -30	H: 2	I: -6	J: 0	K: -5
O=C(NCCN1CCCCC1)Nc1cccc(F)c1
  A: -5	B: -6	C: -8	D: 0.7	E: 0	F: 5	G: 2	H: -1	I: -27	J: -6	K: -19
CCCOc1ccc(C(=O)N2CCCC2C(=O)O)cc1 (configuration not stated)
  A: 7	B: 2	C: -3	D: 0.0	E: 4	F: -6	G: -3	H: 10	I: -8	J: 4	K: x
NS(=O)(=O)c1ccc(NC(=O)COC(=O)COc2ccc(Cl)cc2)cc1
  A: -2	B: 18	C: 12	D: -1.5	E: 2	F: 10	G: -3	H: 0	I: 7	J: 3	K: -3
NCC12CC3CC(C1)CC(CN)(C3)C2
  A: 4	B: 1	C: 12	D: 1.2	E: 2	F: 0	G: -2	H: 0	I: 1	J: -1	K: -4
Cc1cc(C)cc(NC(=O)/C=C/c2ccc([N+](=O)[O-])s2)c1
  A: 11	B: -23	C: -18	D: -3.3	E: 2	F: -14	G: -17	H: 5	I: -10	J: -1	K: -3
CC(=O)c1ccc(S(=O)(=O)Nc2ccc(C(=O)NCC(c3cccs3)N3CCOCC3)cc2)cc1 (configuration not stated)
  A: 8	B: -30	C: -2	D: -0.4	E: 1	F: 2	G: 7	H: 2	I: -2	J: -1	K: -6
OCCC1CN(CCCn2cccn2)CCN1Cc1ccccc1 (configuration not stated)
  A: -5	B: -2	C: 16	D: -0.1	E: 3	F: -2	G: 11	H: 3	I: -10	J: -8	K: -7
CCCCOc1cc(CC2CNC(=O)N2)ccc1OC (configuration not stated)
  A: 2	B: 5	C: -7	D: 1.1	E: 4	F: -4	G: -10	H: 5	I: -5	J: -3	K: -5
Cc1cc(OCC(=O)NC(C)C)ccc1Cl
  A: -3	B: -41	C: -56	D: 0.4	E: 0	F: -7	G: -35	H: 6	I: -6	J: 2	K: -2
Cc1nc(CNS(=O)(=O)c2ccc(Oc3ccccc3)cc2)cs1
  A: 0	B: -4	C: 5	D: -0.6	E: -2	F: 7	G: 74	H: -13	I: 92*	J: 2	K: x
COc1cc(C)ccc1OCCOCCOc1ccccc1Br
  A: -9	B: -23	C: -53	D: 0.7	E: -2	F: 1	G: 9	H: -11	I: -14	J: -1	K: -7
CCOC(=O)C(C)Sc1ncnc2c1c(-c1ccccc1)cn2-c1ccc(OC)cc1 (configuration not stated)
  A: 6	B: 20	C: 21	D: -1.2	E: -4	F: 9	G: -1	H: -5	I: -27	J: -4	K: -15
Cc1ccc(S(=O)(=O)NC2c3cccc4cccc(c34)C2Sc2nc(C)cc(C)n2)cc1 (configuration not stated)
  A: 11	B: 10	C: 4	D: -0.4	E: 1	F: -10	G: 6	H: 0	I: -8	J: 6	K: -6
Cc1ccc(N2CCC3CC2c2cc(-c4ccc(C(F)(F)F)cc4)ccc23)cc1 (configuration not stated)
  A: x	B: 21	C: -10	D: 1.2	E: x	F: -5	G: 18	H: -18	I: -8	J: 5	K: -3

# Entries of single compounds from above. Screens in order: MITF TRPM1 inh	Peg3 promoter	HIF-2a block	iPSC survival up	NR2E3 ag-1	PDI turbidity	Shn3 3UTR inh	H9c2 protect	NR2E3 ag-2	HTR2A ag	CaV13 FRET inh
# Results for N=c1sccn1CC(=O)Nc1ccc([N+](=O)[O-])cc1Cl = -6	-10	11	-0.3	-2	1	-2	13	-7	2	-2
# Results for O=C(CSc1nnc(-c2ccncc2)n1C1CC1)c1cccs1 = x	4	13	-2.0	x	2	-30	2	-6	0	-5
# Results for NCC12CC3CC(C1)CC(CN)(C3)C2 = 4	1	12	1.2	2	0	-2	0	1	-1	-4
# Results for Cc1ccc(N2CCC3CC2c2cc(-c4ccc(C(F)(F)F)cc4)ccc23)cc1 (configuration not stated) = x	21	-10	1.2	x	-5	18	-18	-8	5	-3

# From PubChem BioAssay
